# Source: PubChem
# PERK inh: human PERK inhibition, primary cell-based screen. CHO PERK-DD fusion, SEAP luminescence translation reporter. inhibition, % at 5.6 µM. 220,000 tested, 0.17% active;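 active = inhibition above the mean inhibition of all tested compounds plus 3 SD, set separately per screening campaign, cut at about 2.9% in these data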;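 note: PERK kinase domain activated by AP20187 dimerizer at 100 nM; 0% = DMSO with dimerizer and 100% = rapamycin at 8.4 µM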
# thrombin 1536: inhibitors of human thrombin | inhibition, % at 5 µM | P00734 | 220,000 tested, 0.26% active | alpha-thrombin, Boc-VPR-AMC fluorogenic substrate cleavage | AID 1046;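 active = inhibition at or above 40%; inactive = inhibition below 40%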;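 note: 0% = enzyme with no compound and 100% = wells without enzyme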
#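 System – human alpha-thrombin protein · Reagent – Boc-VPR-AMC substrate, 15 µM final · Compound – 5 µM single dose in 0.2% DMSO · Schedule – reaction at room temperature · Technique – AMC fluorescence at 355 nm excitation and 460 nm emission · Read-out basis – % inhibition relative to enzyme controls and enzyme-free blanks · Control set – no-compound enzyme wells and no-enzyme blanks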
# p97 inhibitor: human p97 ATPase inhibition | P55072 | 220,000 tested, 0.42% active | inhibition, % at 8 µM | recombinant p97 ATPase, Kinase-Glo ATP luminescence, 3 h; in the data active = inhibition above about 15%;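 note: 0% = DMSO vehicle and 100% = wells lacking enzyme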
# hK5 inh: kallikrein 5 (human) inhibition | inhibition, % at 5 µM | Q9Y337 | 210,000 tested, 0.59% active | recombinant hK5, fluorogenic AMC substrate cleavage | AID 873;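 active = inhibition of 40% or more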;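 note: 0% = enzyme controls without compound and 100% = no-enzyme blanks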
# Furin inh: blocks human furin protease activity | P09958 | purified furin, fluorogenic substrate cleavage | inhibition, % at 30 µM | 220,000 tested, 0.061% active; in the data active = inhibition above about 25%; note: inactives centre near -15
# FXIa inh: factor XIa (human) inhibition; purified FXIa, Boc-Glu-Ala-Arg-AMC fluorogenic substrate; inhibition, % at 5 µM; 220,000 tested, 0.14% active; P03951;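 active = inhibition of at least 40%; inactive = inhibition below 40%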;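 note: fluorescence of freed AMC excited at 355 nm; 0% = enzyme without compound and 100% = no enzyme blank; many of its hits are not listed in these tables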
# FXIIa inh: blocks human coagulation factor XIIa protease activity; P00748; purified FXIIa, Boc-QGR-AMC fluorogenic substrate, 2 h; inhibition, % at 5 µM; 220,000 tested, 0.3% active; AID 800; in the data active = inhibition above about 40%;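 note: 0% = enzyme with no compound and 100% = blank without enzyme; many of its hits are not listed in these tables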
# KCC2 mod: modulators of human KCC2 chloride dependent transport; KCC2 cells, thallium flux FluoZin-2 fluorescence; Q9H2X9; 190,000 tested, 2.2% active; B-score of Tl+ flux slope (higher = more flux/activation; lower = inhibition) at 10 µM;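 active = thallium flux slope and its plate-corrected score both differing from the plate sample mean at a set confidence after two filtering rounds, in either direction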;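 note: slope of fluorescence scaled to starting intensity during 10 to 20 s after thallium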
# Target sequence (Q9H2X9 whole entry, looked up): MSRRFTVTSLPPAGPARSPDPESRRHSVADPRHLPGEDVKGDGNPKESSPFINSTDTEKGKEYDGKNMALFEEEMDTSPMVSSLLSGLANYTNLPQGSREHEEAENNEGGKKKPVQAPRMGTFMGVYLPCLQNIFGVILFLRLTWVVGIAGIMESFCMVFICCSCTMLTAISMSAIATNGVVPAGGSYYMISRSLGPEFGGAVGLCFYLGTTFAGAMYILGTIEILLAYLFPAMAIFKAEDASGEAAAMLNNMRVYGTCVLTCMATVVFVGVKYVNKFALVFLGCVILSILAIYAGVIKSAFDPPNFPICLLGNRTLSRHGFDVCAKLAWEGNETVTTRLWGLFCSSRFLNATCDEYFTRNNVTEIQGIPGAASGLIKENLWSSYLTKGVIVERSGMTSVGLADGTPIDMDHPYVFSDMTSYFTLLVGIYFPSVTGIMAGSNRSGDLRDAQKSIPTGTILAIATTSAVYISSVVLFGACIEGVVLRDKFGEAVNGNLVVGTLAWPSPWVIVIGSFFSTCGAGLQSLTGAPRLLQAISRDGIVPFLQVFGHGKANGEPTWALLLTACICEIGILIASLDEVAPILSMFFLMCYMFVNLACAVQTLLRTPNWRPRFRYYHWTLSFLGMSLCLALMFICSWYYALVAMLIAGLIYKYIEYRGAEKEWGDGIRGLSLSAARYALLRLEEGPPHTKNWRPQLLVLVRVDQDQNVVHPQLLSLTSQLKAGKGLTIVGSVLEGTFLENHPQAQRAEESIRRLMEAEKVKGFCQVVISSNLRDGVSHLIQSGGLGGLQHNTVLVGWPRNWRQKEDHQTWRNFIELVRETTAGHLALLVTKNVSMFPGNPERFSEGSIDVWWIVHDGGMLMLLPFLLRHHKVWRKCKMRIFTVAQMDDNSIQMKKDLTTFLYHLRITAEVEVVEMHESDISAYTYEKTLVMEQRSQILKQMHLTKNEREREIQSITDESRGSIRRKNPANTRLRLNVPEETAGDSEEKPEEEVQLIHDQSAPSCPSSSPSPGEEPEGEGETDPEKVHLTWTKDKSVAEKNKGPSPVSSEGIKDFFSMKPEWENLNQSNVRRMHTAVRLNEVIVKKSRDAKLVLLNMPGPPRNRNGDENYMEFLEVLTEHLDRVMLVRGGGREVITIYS
# Wee1 degr inh: human Wee1 degradation inhibition, primary screen | reporter increase, % at 5 µM | 220,000 tested, 1.2% active | HeLa Luc-Wee1K328M stability, luciferase luminescence; 100% = proteasome inhibitor MG132 effect | P30291 | AID 1321;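 active = activation above the mean of all tested compounds plus 3 SD, set per screening run, cut at about 8.8% in these data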;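 note: cells exposed to compound for 20 h before luminescence read; 0% = DMSO alone and 100% = MG132 at 30 µM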
# The depositor's hits bear a star; i = inactive; nt = not tested or not shown; [ ] = remark or other dose.
SMILES,PERK inh,thrombin 1536,p97 inhibitor,hK5 inh,Furin inh,FXIa inh,FXIIa inh,KCC2 mod,Wee1 degr inh
O=c1cc(-c2ccccc2Cl)oc2c(NS(=O)(=O)c3cccc4nsnc34)ccc(O)c12,nt,2,nt,4,-18,2,13,-1.7,nt
Cc1nnsc1-c1c(C(=O)N2CCOCC2)c(C)nn1-c1ccc(Cl)cc1,0.5,-5,-7,-4,-12,5,9,1.4,3
Cc1cccc(C)c1N(CC(=O)N1CCN(C)CC1)S(C)(=O)=O,0.1,0,-1,-23,-13[20 µM],9,13,0.85,-3
Cc1cccc(-n2nc3c(c2NC(=O)c2ccco2)CS(=O)C3)c1C (centres undefined),1.4,0,4,-19,-35,0,10,-0.61,0
Cc1c(NC(=O)c2ccc(S(=O)(=O)N(C)c3ccccc3)cc2)c(=O)n(-c2ccccc2)n1C,0.4,18,5,2,-13,5,9,0.3,-3
Cc1ccc(C)c(N2CCN(CC(=O)Nc3ccc([N+](=O)[O-])cc3C(=O)Nc3ccccc3F)CC2)c1,0.2,-2,-3,1,-21,-2,14,0.51,2
O=C(Cc1cccc2ccccc12)NN1C(=O)C2C(C1=O)C1C=CC2C12CC2 (centres undefined),1.0,-7,4,-3,-18,4,8,0.56,-1
Cc1c(NC(=O)COc2ncnc3c(Cl)cc(Cl)cc23)c(=O)n(-c2ccccc2)n1C,1.4,-12,7,-24,-17,-3,-9,-0.84,-1
CCOC(=O)c1ccc(NC(=S)N2CCN(CCN=CC3=C(O)CC(c4ccccc4)CC3=O)CC2)cc1 (centres undefined),0.1,-7,-4,10,-6,-4,0,-0.61,0
CC(=O)c1cccc(NC(=O)COc2ccccc2C(=O)c2cc(C#N)c(=O)n(C3CCCCC3)c2)c1,-1.0,-5,-2,-5,-14,2,4,-1.4,1
COc1ccc(NC(=O)c2cccs2)cn1,0.7,-2,-7,-9,-12,5,8,0.086,-1
Cc1ccc(CSc2nnc(CCNC(=O)OC(C)(C)C)o2)cc1,-0.6,-4,-1,-3,-13,0,5,-2.3,1
CNCC[C@H](Oc1cccc2ccccc12)c1cccs1,0.7,nt,7,nt,nt,nt,nt,1,-1
CC(C)c1cccc(C(C)C)c1NC(=O)Cn1c(=O)cnc2ccccc21,-0.4,4,-2,-9,0,4,10,0.16,0
O=C(Cn1c(=O)sc2ccccc21)NCCOc1ccccc1F,-0.6,6,1,-3,13[20 µM],2,15,-0.56,7

# Some values from the list.
# Cc1c(NC(=O)COc2ncnc3c(Cl)cc(Cl)cc23)c(=O)n(-c2ccccc2)n1C @ p97 inhibitor = 7
# O=C(Cn1c(=O)sc2ccccc21)NCCOc1ccccc1F @ Wee1 degr inh = 7
# Cc1ccc(CSc2nnc(CCNC(=O)OC(C)(C)C)o2)cc1 @ FXIIa inh = 5
# Cc1c(NC(=O)c2ccc(S(=O)(=O)N(C)c3ccccc3)cc2)c(=O)n(-c2ccccc2)n1C @ thrombin 1536 = 18
# Cc1cccc(C)c1N(CC(=O)N1CCN(C)CC1)S(C)(=O)=O @ KCC2 mod = 0.85

# Carrying on.
SMILES,PERK inh,thrombin 1536,p97 inhibitor,hK5 inh,Furin inh,FXIa inh,FXIIa inh,KCC2 mod,Wee1 degr inh
CCCc1ccc(Oc2cc(N3CCOCC3)nc(-c3ccccc3)n2)cc1,1.9,nt,2,nt,-37[20 µM],nt,nt,1.3,-2
COc1ccccc1NC(=O)CCC(=O)O,1.2,-2,-1,-14,-5[20 µM],-1,13,nt,0
COc1cc(NC(=O)CSc2cc(C)c3cc(C)cc(C)c3n2)c(C(=O)O)cc1OC,1.1,0,3,5,-18,-1,8,-0.79,-1
O=C(O)c1ccc(CN2C(=O)CSC2=S)cc1,0.3,-5,2,0,-23,-7,5,0.73,1
COC(=O)c1sccc1NC(=O)COc1ccc(Cl)cc1Cl,0.7,4,4,-6,-2,-5,3,0.46,1
COc1ccc(-n2ccnc2SCC(=O)NCc2ccc3c(c2)OCO3)cc1,-0.8,2,-6,-25,-21[20 µM],19,32,-0.042,-1
CC(C)c1ccc(NC(=S)NC2CCCCCC2)cc1,0.0,2,-2,2,-26,0,12,-0.56,-2
O=C(COC(=O)c1cccs1)NCCCc1ccccc1,0.5,-13,7,0,-22,-3,3,-0.83,-1
N#Cc1c(N)n(-c2cccc(O)c2)c2nc3ccccc3nc12,0.2,-3,7,-2,-27,1,-1,nt,0
COc1ccc(CCC(=O)N(C)CC(=O)Nc2cc(C)ccc2C)cc1,-0.5,-6,2,8,-24,-2,7,0.19,17*
O=c1cc(O)nc(SCc2ccccc2)n1-c1ccc(Cl)cc1,-0.3,-3,4,-3,-24,0,nt,-1.7,-2
COc1ccc(C(=O)NC(=S)NNC(=O)c2ccc3ccccc3n2)cc1,-1.2,2,-2,-21,-5,3,10,57*,2
COc1ccc(CNC(=O)CN(c2ccc(OC)cc2)S(=O)(=O)c2c(C)nn(C)c2C)cc1,-0.4,0,6,-4,-19,7,16,0.13,0
COc1nc(-c2ccccc2)cc(-c2ccc(OC)c(OC)c2)n1,-1.3,-10,0,-162,-16[20 µM],-16,-16,-1.5,0
COc1ccc2c(-c3ccccc3)cc(N3CCOCC3)nc2c1,0.0,-2,1,-12,-13,0,13,-0.21,0

# With a hit mark in KCC2 mod (from the list above):
SMILES,PERK inh,thrombin 1536,p97 inhibitor,hK5 inh,Furin inh,FXIa inh,FXIIa inh,KCC2 mod,Wee1 degr inh
COc1ccc(C(=O)NC(=S)NNC(=O)c2ccc3ccccc3n2)cc1,-1.2,2,-2,-21,-5,3,10,57*,2

# The list goes on:
SMILES,PERK inh,thrombin 1536,p97 inhibitor,hK5 inh,Furin inh,FXIa inh,FXIIa inh,KCC2 mod,Wee1 degr inh
Cc1ccc2cc3c(NC(=O)c4ccco4)nn(C)c3nc2c1,-1.9,-3,5,-19,-9,-9,-3,-1.3,3
COCCOC(=O)c1sc(=S)n(CCOC)c1N,0.4,-1,1,-13,4,-5,11,nt,-2
CCOc1ccc2nc(SCC(=O)Nc3ccc4c(c3)OCCO4)[nH]c2c1,-0.1,-2,4,2,-20[20 µM],1,13,-0.66,0
Cc1ccc(C(=O)NCCc2cc3ccc(C)c(C)c3[nH]c2=O)cc1[N+](=O)[O-],0.1,-4,-1,-11,-17,7,5,0.18,-3
c1ccc(Oc2cccc(NC3=NCCC3)c2)cc1,-0.9,-20,1,1,-16,22,16,0.14,-2
CCOC(=O)N1CCN(CC(=O)Nc2sccc2C#N)CC1,0.0,-10,3,-7,-12,-3,2,0.15,-2
CCOC(=O)C(=CNc1ccc2c(c1)CCN2C(C)=O)C(=O)OCC,-1.1,1,3,7,13,7,15,nt,1
O=C(Nc1ccc(F)cc1)N(Cc1ccco1)Cc1cc2cc3c(cc2[nH]c1=O)OCO3,0.0,-3,0,-10,-18[20 µM],17,24,nt,4
O=C(Nc1ccc(S(=O)(=O)Nc2ncccn2)cc1)c1cccc(S(=O)(=O)N2CCCC2)c1,0.4,4,1,1,-12,2,11,-0.68,-2
CCc1nc(N2CCCC2C(=O)O)c2oc3ccccc3c2n1 (centres undefined),0.7,-3,-2,11,-13,1,-2,nt,-1
COC(=O)c1ccccc1NC(=O)Cn1nc2n(C)c3ccccc3n2c(=O)c1=O,0.8,-6,3,-6,-6,2,11,0.37,0
COc1ccc2nc(NC3=NC(c4ccccc4)CC(=O)N3)nc(C)c2c1 (centres undefined),-0.4,-2,3,-17,-11,1,5,-0.18,-3
CC(C)CCNC(=O)c1ccc2c(c1)N(Cc1ccccc1)C(=O)CS2=O (centres undefined),0.7,-9,3,0,-26,-7,2,0.41,0
C1=CC2CCC1ON2c1ccccc1 (centres undefined),0.1,-13,-6,-20,-15,-11,-4,-0.11,-2
Cc1cc(C(=O)Nc2cccc(O)c2)co1,0.2,-1,-8,-2,-20,0,8,nt,1
Cc1ccc(S(=O)(=O)CC(=O)Nc2ccc(S(=O)(=O)Nc3ccccn3)cc2)cc1,0.1,0,4,-23,-18,-22,-4,0.7,-1
C[C@H](NC(=O)c1ccc(Cl)cc1)C(=O)NCCc1ccc(S(N)(=O)=O)cc1,1.3,0,1,-9,-21,-4,12,1.1,1
CCN1C(=O)/C(=C/C2=Cc3ccccc3OC2C)SC1=S (centres undefined),1.4,1,5,12,-22,1,11,0.55,1
CCC(C)NC(=O)N1c2ccccc2Sc2ccccc21 (centres undefined),1.1,0,8,-2,-12,2,8,-1.2,-1
COc1ccc(N2C(=O)C3CCCN3C2c2cccc(C)c2)cc1 (centres undefined),-0.2,0,1,-6,-21,3,14,nt,1
CC(C(=O)Nc1ccccc1-c1ccccc1)N1CCN(C(=O)c2ccccc2)CC1 (centres undefined),-1.4,1,-4,2,-14,4,10,-0.1,0
CN(C)CCCN(C(=O)COc1ccccc1)c1nc2ccc(Cl)cc2s1,-0.6,-1,-1,-12,-11,-7,4,0.8,0
Cn1cccc1Cc1nnc(SCC(=O)Nc2ccc(Cl)cc2)n1-c1ccc(F)cc1,-0.2,2,0,-3,-13,-4,8,-0.6,0
CCCNC(=O)Cn1c(=O)/c(=C\c2ccc(-c3ccc([N+](=O)[O-])cc3)o2)s/c1=C\C(=O)C(C)(C)C,0.8,-4,2,-11,1,0,5,i,0
O=C(COC(=O)CCc1ccccc1)NC(c1ccccc1)c1ccccc1,1.1,-2,2,-20,-5,2,10,-1.2,1
Cc1ccc(CC(NC(=O)c2ccccc2)C(=O)NC(C)C(=O)O)cc1 (centres undefined),1.3,-4,0,2,-19[20 µM],-6,1,-0.14,-2
CC1CN(C(=O)COC(=O)c2cc([N+](=O)[O-])ccc2Cl)CC(C)O1 (centres undefined),0.5,-1,-1,2,-25,-1,8,0.6,0
O=C(Cn1c2[n+](c3ccccc31)CC(O)CS2)c1ccccc1 (centres undefined),0.5,-1,6,5,-31,1,11,nt,2
Cn1c(CN2CCCC(C(=O)c3ccc4c(c3)OCO4)C2)nc2ccccc21 (centres undefined),0.6,0,-3,nt,-10,-6,0,-1.8,2
Cc1cc(C)c(C#N)c(SCC(=O)c2cccs2)n1,0.0,-3,5,-11,-14,-7,0,5.3,-3
O=C(COC(=O)Cc1ccc(Cl)cc1Cl)NCCC1=CCCCC1,0.4,-5,-5,-10,-5,-7,6,0.43,0
CC(NC(=O)COC(=O)c1cc(Cl)nc(Cl)c1)c1ccccc1 (centres undefined),1.0,0,2,-8,0,-3,3,-0.99,0
Cc1ccc(NC(=O)CN(c2ccc(C)cc2)S(=O)(=O)c2cccc3nonc23)cc1,-0.5,-1,-6,-5,-8,11,8,-3.2,4
CC(C)N(C)C(=O)C(=O)c1cccn1-c1cccc(Cl)c1C#N,0.5,nt,0,-2,-25,2,6,0.7,-3
CCn1c(=O)cc(OCC(=O)NCCCN2CCN(c3cccc(Cl)c3)CC2)c2ccccc21,-1.3,3,-7,-5,-16,4,12,-4.6,-3
NC(=O)c1ncc(C(F)(F)F)cc1Cl,1.6,-8,5,10,-17,2,5,-0.78,2
Cc1ccc(NC(=O)COC(=O)CCNS(=O)(=O)c2ccc(C)c(C)c2)cc1,0.0,-7,3,-12,-18,6,16,0.023,3
Cc1cccc(NC(=O)c2cc(NC(=O)C3CC=CCC3C(=O)O)ccc2N2CCOCC2)c1 (centres undefined),0.0,-3,-2,4,-15[20 µM],9,5,0.074,0
CCOC(=O)C1(C(=O)OCC)CC1c1ccccc1 (centres undefined),0.2,13,1,-19,-19[20 µM],-5,0,0.12,-2
COc1ccc(C)cc1NCC(=O)Nc1ccc(C(C)(C)C)cc1,0.7,6,-2,-5,-11,-2,10,0.26,1
CCOc1ccc(OCC)c(NC(=O)C2CCCN(S(=O)(=O)c3cnc[nH]3)C2)c1 (centres undefined),1.3,40*,3,11,-36,9,5,nt,-1
Cc1ccc(C)c(NC(=O)C2CCCN2C(=O)NC2CCCCC2)c1 (centres undefined),0.6,-10,0,1,-21,-2,5,0.11,6
